From PubChem
APOBEC3G inh – APOBEC3G (human) deaminase inhibition | Q9HC16 | recombinant A3G, ssDNA deamination FAM/TAMRA fluorescence | inhibition, % at 20 µM | 330,000 tested, 0.28% active;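 active = inhibition of at least 40% at 20 µM, with no more than 30% in the related APOBEC3A deaminase screen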;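 note: plate controls were DMSO wells with A3G for no effect and wells lacking A3G enzyme for full effect; some compounds called inactive have numbers as strong as hits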
Target sequence (Q9HC16 whole entry, looked up): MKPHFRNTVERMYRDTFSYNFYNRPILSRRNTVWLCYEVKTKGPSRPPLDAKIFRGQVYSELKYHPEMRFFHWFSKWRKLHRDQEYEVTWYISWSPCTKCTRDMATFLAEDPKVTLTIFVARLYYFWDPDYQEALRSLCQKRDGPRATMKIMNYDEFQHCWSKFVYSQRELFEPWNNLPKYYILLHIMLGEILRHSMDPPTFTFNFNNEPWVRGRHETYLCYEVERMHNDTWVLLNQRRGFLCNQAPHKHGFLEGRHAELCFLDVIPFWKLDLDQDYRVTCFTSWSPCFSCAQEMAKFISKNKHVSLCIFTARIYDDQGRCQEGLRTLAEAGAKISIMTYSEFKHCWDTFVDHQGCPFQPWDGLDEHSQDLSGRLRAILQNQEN
mIAP inh – blocks mouse intestinal alkaline phosphatase | 330,000 tested, 0.2% active | purified mouse IAP, CDP-Star luminescence, 30 min | inhibition, % at 10 µM;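 active = inhibition of at least 40% at 10 µM in the primary screen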;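 note: plate controls were DMSO with enzyme for no effect and no enzyme wells for full effect; values of inactives mirror those of a sister screen read the other way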
NLRP3 yeast inh – blocks the NALP3 inflammasome reconstituted in yeast; Yeast reconstituted NLRP3/ASC/caspase-1, beta-gal luminescence, 24 h; 330,000 tested, 0.39% active; AID 2825; inhibition, % at 10 µM;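 active = inhibition of 50% or more; inactive = inhibition below 50%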;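 note: plate controls were induced DMSO wells for no effect and uninduced yeast grown without galactose for full effect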
tim10-1 inh – tim10-1 yeast growth inhibition | AID 463190 | inhibition, % at 20 µM | S. cerevisiae tim10-1 ts strain growth, BacTiter-Glo, 24 h | 330,000 tested, 2.2% active;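 active = inhibition of at least 40%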;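 note: mutant grown at 25 °C; 0% = DMSO wells with yeast and 100% = wells holding no yeast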
hIAP block – blocks human intestinal alkaline phosphatase. P09923. AID 2544. 330,000 tested, 0.12% active. inhibition, % at 10 µM. purified IAP, CDP-Star luminescence, 30 min;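 active = inhibition reaching a set limit with compound at 10 µM in the primary screen, cut at about 35% in these data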;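 note: plate controls were DMSO wells with enzyme for no effect and no-enzyme buffer wells for full effect; values of inactives mirror those of a sister screen read the other way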
APOBEC3A inh – human APOBEC3A DNA deaminase inhibition; P31941; recombinant A3A, FAM/TAMRA ssDNA deamination fluorescence; inhibition, % at 20 µM; 330,000 tested, 0.41% active; AID 493011;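 active = at least 40% inhibition at 20 µM here, with at most 30% in a related deaminase screen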;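 note: plate controls were A3A with DMSO for no effect and wells lacking A3A enzyme for full effect; some results filed as inactive read as strong as hits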
Target sequence (P31941 whole entry, looked up): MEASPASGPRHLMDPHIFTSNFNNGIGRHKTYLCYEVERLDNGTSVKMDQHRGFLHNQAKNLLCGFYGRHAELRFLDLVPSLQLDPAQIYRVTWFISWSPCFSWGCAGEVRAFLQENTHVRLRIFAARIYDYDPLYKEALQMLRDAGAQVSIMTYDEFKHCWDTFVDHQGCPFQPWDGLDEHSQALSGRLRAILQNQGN
beta cell repl – induces beta-cell replication in MIN6 cells | proliferation, % at 10 µM | MIN6 cells proliferation, ATPlite luminescence, 48 h; cells starved in 0.2% serum; 100% = growth in 10% serum | 330,000 tested, 0.29% active | AID 2380;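 active = compounds whose signal lies at least 3.5 SD above the mean of all wells on their plate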;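 note: 0% = DMSO-treated cells in low-serum medium and 100% = 10% serum control; some compounds called inactive have numbers as strong as hits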
mIAP activ – mouse IAP activation; activation factor at 10 µM; muIAP, CDP-Star luminescence, 30 min; hits give high values; 1 = vehicle-only enzyme signal, 0 = enzyme-free wells; 330,000 tested, 0.24% active;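 active = activation factor of at least 2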; note: the source names both 10 and 20 µM as test concentration; values of inactives mirror those of a sister screen read the other way
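also added = chemiluminescent substrate CDP-Star | test system = mouse IAP enzyme | signal = chemiluminescence readout | compound = DMSO-dissolved test compounds | incubation = 30 min at room temperature | benchmarks = DMSO wells, no-enzyme wells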
TIM10 inh – growth inhibitors of TIM10 yeast strain; S. cerevisiae TIM10 strain growth, BacTiter-Glo luminescence, 24 h; inhibition, % at 10 µM; 330,000 tested, 1.4% active;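 active = inhibition of 40% or more at the single tested concentration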;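 note: wild-type TIM10 isogenic control strain grown at permissive 25 °C; 0% = DMSO yeast wells and 100% = minimal medium wells without yeast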
Numbers without * were called inactive; nt = no result given. Not a hit list; about 4.6% have a hit in one of these screens.

canonical_smiles	APOBEC3G inh	mIAP inh	NLRP3 yeast inh	tim10-1 inh	hIAP block	APOBEC3A inh	beta cell repl	mIAP activ	TIM10 inh
COC(=O)c1nnn(CC(=O)NC(=O)Nc2c(C)cccc2C)c1C(=O)OC	-5	2	7	-18	-16	-1	-1	0.98	12
Fc1cc(F)cc(-c2c(-c3ccccc3)ncc3ccc(F)cc23)c1	-4	7	-50	2	11	26	-7	0.93	-10
COc1ccc(-c2cc(OC(=O)c3ccc(F)cc3)c3c(C)oc(C)c3c(=O)c2)cc1	-10	6	9	26	12	-1	-6	0.94	20
CC(=O)c1cnc(Nc2nc(C)c3ccccc3n2)nc1C	-2	7	-10	24	-2	5	-3	0.93	12
O=S(=O)(NC1CC1)c1ccc(F)c(F)c1	-2	2	7	0	5	0	-1	0.98	-1
CCCCN1C(=O)N(CCc2ccc(F)cc2)S(=O)(=O)c2cc(C(F)(F)F)ccc21	-2	-10	nt	7	nt	3	nt	1.1	-5
O=C1c2c(O)cc(O)cc2O[C@@]12c1c(cc(O)c3c1O[C@H](c1ccc(O)cc1)[C@@H](O)C3)O[C@@H]2c1ccc(O)cc1	-8	41*	17	-31	7	-2	-4	0.59	-2
CCOc1ccc(S(=O)(=O)NCCC(=O)Nc2nnc(C)s2)cc1	-8	-9	15	1	-24	-1	-1	1.1	-18
CCOC(=O)CC1C(=O)NCCN1Cc1cccc(OC)c1 (stereo not given)	-7	10	19	-9	14	-2	-1	0.9	4
COc1cccc(C(=O)Nc2ccc3[nH]c(=O)[nH]c3c2)c1OC	-4	4	8	-15	-9	-3	-2	0.96	7
COc1ccc(OC)c(C(=O)CSc2nnc(-c3cccs3)o2)c1	-6	19	12	30	9	0	-2	0.81	28
Cc1ccc(S(=O)(=O)N2CCOCC2)cc1C(=O)NCc1ccco1	-2	-8	5	10	-9	-1	-2	1.1	1

Arranged by value in APOBEC3A inh (ascending): three of the compounds above
canonical_smiles,APOBEC3G inh,mIAP inh,NLRP3 yeast inh,hIAP block,APOBEC3A inh,mIAP activ
COc1ccc(-c2cc(OC(=O)c3ccc(F)cc3)c3c(C)oc(C)c3c(=O)c2)cc1,-10,6,9,12,-1,0.94
O=S(=O)(NC1CC1)c1ccc(F)c(F)c1,-2,2,7,5,0,0.98
CC(=O)c1cnc(Nc2nc(C)c3ccccc3n2)nc1C,-2,7,-10,-2,5,0.93

The list continues:
canonical_smiles	APOBEC3G inh	mIAP inh	NLRP3 yeast inh	tim10-1 inh	hIAP block	APOBEC3A inh	beta cell repl	mIAP activ	TIM10 inh
CCCn1c(N)c(C(=O)CSc2nnc3ccccn23)c(=O)[nH]c1=O	-2	6	-6	11	-4	-3	2	0.94	-3
COc1cc(NC(=O)c2[nH]cnc2C(N)=O)cc(C(=O)Nc2cccc(C(F)(F)F)c2)c1	-1	11	25	8	-86	2	-6	0.89	7
COc1ccc(C(=O)Nc2cc(C(=O)NCCc3ccccc3)ccc2Cl)cc1	-4	0	23	28	-11	2	-1	1	32
CN(C(=O)c1ccc(S(=O)(=O)N2CCCC2)cc1)C1CCS(=O)(=O)C1 (stereo not given)	15	0	19	1	-2	1	-2	1	-1
CCOC(=O)c1c(NC(=O)CSc2ncccn2)sc2c1CC(C)(C)NC2(C)C	-8	8	16	6	4	-3	-1	0.92	9
O=C(Nc1ccc2c(c1)CCC2)c1cc(=O)[nH]c2ccccc12	-7	3	1	8	10	-3	0	0.97	-6
CCCOc1ccc(-c2c(C(=O)N/N=C/c3ccc(OCC)cc3)nnn2-c2nonc2N)cc1	-7	10	11	11	14	0	-4	0.9	11
COc1ccc(NC(C)=O)cc1NC(=O)CN1CCN(C2c3ccccc3-c3ccccc32)CC1	-2	-33	25	42*	-6	1	-4	1.3	-13
CC(C)CC(=O)N1CCN(S(=O)(=O)c2ccc(C3CCCCC3)cc2)CC1	0	-12	18	21	-17	7	-8	1.1	28
O=C(O)COc1ccccc1/C=N/NC(=O)c1cc2ccccc2cc1O	-3	18	13	-10	1	2	-1	0.82	11
COc1ccccc1N1CCN(S(=O)(=O)c2c(C(=O)N3CCOCC3)c(C)n(C)c2C)CC1	1	7	7	-5	-22	0	3	0.93	6
CN(CC(=O)Nc1cccc(F)c1)CC(=O)Nc1cccc([N+](=O)[O-])c1	-6	-6	3	4	-10	-5	-3	1.1	15
Cn1c(=O)[nH]c(=O)c2c1nc(N1CCN(c3ccccc3)CC1)n2CCSc1ncccn1	-7	7	0	15	-3	-7	-1	0.93	-5
Cc1ccc2nc(SCc3cn4cccnc4n3)[nH]c2c1	0	13	18	-9	-7	1	0	0.87	26
Cc1cccc(CN2C(=O)c3ccccc3Sc3ccc(C(=O)NCCCN4CCOCC4)cc32)c1	-4	1	13	-10	29	-4	-5	0.99	8
CCNC(=S)NNC(=O)c1nn(C)c(C)c1Cl	-4	5	18	-4	-41	3	-2	0.95	-4
Cc1ccc(SCCC(=O)Nc2ccccc2Br)cc1	-7	-3	43	20	5	2	-1	1	12
O=C(Nc1ccc(CN2CCOCC2)cc1)c1ccc(F)cc1	4	-6	13	-32	12	-1	0	1.1	-14
CC(=O)Nc1ccc(/C=N/NC(=O)c2cc3cc(C)ccc3nc2C)cc1	-9	-2	-9	7	-3	-2	-2	1	14
O=C(c1cccs1)N1CCC(N2CCN(c3ccccc3)CC2)CC1	-1	-2	2	4	-7	1	0	1	4
COc1ccccc1OCc1nc2ccccc2[nH]1	-7	0	8	10	6	-1	1	1	11
CC(=O)OC[C@H]1O[C@@H](O/N=C/C[C@@H]2C=C[C@H](OC(C)=O)[C@@H](COC(C)=O)O2)[C@H](OC(C)=O)[C@@H](OC(C)=O)[C@@H]1OC(C)=O	-5	3	9	0	12	-3	3	0.97	6
COc1cc(CCCN2C(=S)NC[C@@H]2CC2CCCCC2)cc(OC)c1OC	7	7	16	35	17	-2	-1	0.93	10
O=C(Nc1ccc(O)cc1)c1ccc2c(c1)C(=O)N(Cc1ccco1)C2=O	4	3	8	14	-10	12	-1	0.97	-3

Single records (already shown).
`CCOC(=O)CC1C(=O)NCCN1Cc1cccc(OC)c1` (stereo not given) in the list: APOBEC3G inh: -7; mIAP inh: 10; NLRP3 yeast inh: 19; tim10-1 inh: -9; hIAP block: 14; APOBEC3A inh: -2; beta cell repl: -1; mIAP activ: 0.9; TIM10 inh: 4
`Cc1cccc(CN2C(=O)c3ccccc3Sc3ccc(C(=O)NCCCN4CCOCC4)cc32)c1` in the list: APOBEC3G inh: -4; mIAP inh: 1; NLRP3 yeast inh: 13; tim10-1 inh: -10; hIAP block: 29; APOBEC3A inh: -4; beta cell repl: -5; mIAP activ: 0.99; TIM10 inh: 8
`COc1ccc(OC)c(C(=O)CSc2nnc(-c3cccs3)o2)c1` in the list: APOBEC3G inh: -6; mIAP inh: 19; NLRP3 yeast inh: 12; tim10-1 inh: 30; hIAP block: 9; APOBEC3A inh: 0; beta cell repl: -2; mIAP activ: 0.81; TIM10 inh: 28

Other compounds follow.
canonical_smiles	APOBEC3G inh	mIAP inh	NLRP3 yeast inh	tim10-1 inh	hIAP block	APOBEC3A inh	beta cell repl	mIAP activ	TIM10 inh
O=C(NNC(=S)Nc1cccc2ccccc12)c1cccc(Br)c1	-4	15	18	33	-89	-3	2	0.85	38
O=C(COC(=O)C1=COCCO1)Nc1ccccc1OC(F)F	-2	0	-8	12	9	3	-2	1	-6
Cc1cc(C)n(-c2ccnc3cc(Cl)ccc23)n1	-9	6	-8	7	16	-4	0	0.94	14
COCCNc1ccc(S(=O)(=O)N2CCCC2)cc1[N+](=O)[O-]	-7	15	6	1	-1	-2	-2	0.85	-2
Cn1c(=O)c2cc(S(=O)(=O)NC(C(=O)NCc3ccccn3)c3ccccc3)ccc2n(C)c1=O (stereo not given)	-6	6	8	5	14	-5	-1	0.94	-2
CC(C)(C)[C@@H]1C=C(C(=O)N2CCN(Cc3ccccc3)CC2)O[C@H](OCCCCO)C1	-7	-5	15	-6	9	-3	-3	1.1	-7
COc1ccc(C2C(C(C)=O)=C(C)Nc3ncnn32)cc1OC (stereo not given)	-4	3	9	6	-6	0	0	0.97	3
N#Cc1c(-c2c(Cl)cccc2Cl)noc1/C=C/Nc1ccc(C(=O)O)cc1	-7	9	-9	16	15	-3	-3	0.91	11
CN1CCN(C(=O)c2ccc(COc3ccc(Cl)cc3Cl)cc2)CC1	5	-12	35	8	-3	2	-3	1.1	17
CCOC(=O)c1cc2sccc2n1CC(=O)OC	1	5	18	-6	0	3	0	0.95	-37
Cc1ccsc1CN(C)C(=O)C1CCC(=O)N(CCc2cccc(F)c2)C1 (stereo not given)	-8	-1	13	24	-2	-4	-1	1	-6
Cc1ccc(Nc2nc(N)nc(CSc3nc(C)cc(C)n3)n2)cc1	4	-6	6	17	-8	4	-1	1.1	12

The final five entries of the section above lead into the next.
canonical_smiles	APOBEC3G inh	mIAP inh	NLRP3 yeast inh	tim10-1 inh	hIAP block	APOBEC3A inh	beta cell repl	mIAP activ	TIM10 inh
N#Cc1c(-c2c(Cl)cccc2Cl)noc1/C=C/Nc1ccc(C(=O)O)cc1	-7	9	-9	16	15	-3	-3	0.91	11
CN1CCN(C(=O)c2ccc(COc3ccc(Cl)cc3Cl)cc2)CC1	5	-12	35	8	-3	2	-3	1.1	17
CCOC(=O)c1cc2sccc2n1CC(=O)OC	1	5	18	-6	0	3	0	0.95	-37
Cc1ccsc1CN(C)C(=O)C1CCC(=O)N(CCc2cccc(F)c2)C1 (stereo not given)	-8	-1	13	24	-2	-4	-1	1	-6
Cc1ccc(Nc2nc(N)nc(CSc3nc(C)cc(C)n3)n2)cc1	4	-6	6	17	-8	4	-1	1.1	12
COc1ccc(-c2nc(N)nc(N)n2)c(O)c1	-9	-6	13	13	9	-2	1	1.1	9
CC(=O)c1cccc(NC(=O)N2CCC(NC(=O)C3CCCCC3)CC2)c1	-5	-2	10	-5	14	1	0	1	16
c1ccc(-n2cnnc2SCc2nc3ccccc3s2)cc1	-9	11	10	21	-4	-4	3	0.89	12
COc1ccc(N=C2C(=O)Nc3c(C)cccc32)cc1	-3	1	11	-3	-4	-19	-4	0.99	-3
COc1ccc(C2(O)C(=O)Nc3ccc(C)cc32)cc1 (stereo not given)	-10	-2	14	-8	-1	-6	-3	1	15
Cc1ccc(NS(=O)(=O)c2ccc(C(=O)NCCCN3CCCC3=O)cc2)cc1	-9	-2	6	-7	-14	-1	-3	1	3
Cc1noc(C)c1CC(=O)Nc1ccc2c(c1)OCO2	-2	6	25	-20	-3	-1	-4	0.94	10
CCOc1ccccc1Nc1nc(-c2cccnc2)cs1	-5	-14	4	9	10	-3	-1	1.1	13
COc1ccc(C(=O)CN2C(=O)c3ccccc3C2=O)c(OC)c1	16	-4	4	32	5	0	-4	1	1
CC(C)(C)NC(=O)COC(=O)c1snc(C(=O)NC2CCCCC2)c1N	-3	1	-4	23	2	0	-4	0.99	7
O=C(NCc1ccccc1Cl)c1cc2c(s1)CS(=O)(=O)C2	-3	0	4	8	17	-1	0	1	-5
